NR2E3 ag-1: agonists of human nuclear receptor NR2E3; inhibition of corepressor binding, % at 4.78 µM; actives 0.12% (n = 320,000); AID 2300; GST-NR2E3/biotin-RetCOR TR-FRET, 1536-well;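 active = percent inhibition above the cutoff of mean plus 3 SD of all tested compounds, set per screening campaign, cut at about 20% in these data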;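 note: 0% = DMSO wells and 100% = biotin wells as full block of FRET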
Target sequence (Q9Y5X4 whole entry, looked up): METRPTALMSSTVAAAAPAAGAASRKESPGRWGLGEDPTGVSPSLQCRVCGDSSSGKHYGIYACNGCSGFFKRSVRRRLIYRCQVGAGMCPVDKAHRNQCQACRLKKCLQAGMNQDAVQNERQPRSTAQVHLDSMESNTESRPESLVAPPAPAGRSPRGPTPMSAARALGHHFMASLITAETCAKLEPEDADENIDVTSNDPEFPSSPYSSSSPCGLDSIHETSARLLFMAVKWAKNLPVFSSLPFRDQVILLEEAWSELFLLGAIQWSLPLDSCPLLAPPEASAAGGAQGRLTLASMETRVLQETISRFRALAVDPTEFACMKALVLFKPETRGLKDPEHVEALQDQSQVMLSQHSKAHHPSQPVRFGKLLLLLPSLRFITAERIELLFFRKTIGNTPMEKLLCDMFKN
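system = GST-tagged NR2E3 plus biotinylated RetCOR corepressor | input = 1.35 nM GST-NR2E3 | also added = 7 nM biotin-RetCOR | schedule = 5 h incubation at 4 °C | measured by = TR-FRET with europium anti-GST and streptavidin-D2, 340 nm excitation | read-out = percent loss of FRET ratio relative to control wells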
Peg3 promoter: inhibitors of Peg3 promoter; HeLa PEG-Prom luciferase reporter, luminescence, overnight; inhibition, % at 20 µM; actives 1.7% (n = 360,000); AID 588405;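 active = inhibition of at least 50% at 20 µM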
CaV13 FRET inh: Primary screen for inhibitors of IQ motif and Ca2+-dependent inactivation inhibitor domain binding in CACNA1D, Förster resonance energy transfer in living cells, …; HEK cells, CFP/YFP FRET ICDI-IQ, plate reader, 10 min; percent FRET-ratio fall versus neutral wells; inhibition, % at 12.3 µM; actives 0.098% (n = 340,000);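 active = mean replicate inhibition of at least 30% and at least 1% of replicates passing that level; inconclusive = only one of the two criteria is met; inactive = neither criterion is met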;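 note: 0% = median of the neutral control wells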
NR2E3 ag-2: human photoreceptor-specific nuclear receptor agonism; CHO-S Gal4-NCOR/VP16-NR2E3 two-hybrid, luciferase; inhibition of corepressor binding, % at 3.98 µM; AID 602229; actives 0.35% (n = 360,000);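 active = inhibition above the mean of all tested compounds plus 3 SD, cut at about 70% in these data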;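 note: 0% = DMSO with NR2E3 transfected cells and 100% = cells lacking NR2E3 construct; higher means lower luciferase signal from less NR2E3 corepressor binding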
iPSC survival up: increases survival of single human iPS cells | survival enhancement, % at 20 µM | actives 0.044% (n = 360,000) | hiPSC single-cell survival, ATPlite luminescence; 100% = ROCK inhibitor wells, 0% = DMSO; in the data active = survival enhancement above about 18%;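 note: cells exposed to compounds for 16 hours before the ATP read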
Granule exo inh: lytic granule exocytosis inhibition; TALL-104 LAMP-1 surface exposure, flow cytometry; cells stimulated with thapsigargin and PMA; inhibition, % at 10 µM; actives 0.66% (n = 360,000); AID 651702;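 active = inhibition above about 55%, limit read from the data; inconclusive = no clear call, values can overlap the other calls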
TRPM1 prom inh: reduces MITF-dependent TRPM1 promoter luciferase signal; SK-MEL-5 TRPM1 promoter luciferase, 24 h; inhibition, % at 12.5 µM; actives 0.83% (n = 330,000); AID 488899;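 active = mean inhibition across replicates of 60% or more, whatever share of single replicates reaches that level; inconclusive = some that reach 60%, reason not given; inactive = mean inhibition across replicates below 60%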; note: values of inactives mirror those of a sister screen read the other way
PDI inh: blocks human protein disulfide isomerase activity | AID 588391 | inhibition, % at 10 µM | P07237 | PDI insulin aggregation turbidity, A650, 90 min | actives 0.052% (n = 350,000);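 active = mean inhibition across replicates of 30% or more, whatever share of single replicates reach that level; inconclusive = mean inhibition below 30% while every single replicate reaches 30%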;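 note: absorbance from insulin aggregation driven by PDI reduction with DTT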
Target sequence (P07237 whole entry, looked up): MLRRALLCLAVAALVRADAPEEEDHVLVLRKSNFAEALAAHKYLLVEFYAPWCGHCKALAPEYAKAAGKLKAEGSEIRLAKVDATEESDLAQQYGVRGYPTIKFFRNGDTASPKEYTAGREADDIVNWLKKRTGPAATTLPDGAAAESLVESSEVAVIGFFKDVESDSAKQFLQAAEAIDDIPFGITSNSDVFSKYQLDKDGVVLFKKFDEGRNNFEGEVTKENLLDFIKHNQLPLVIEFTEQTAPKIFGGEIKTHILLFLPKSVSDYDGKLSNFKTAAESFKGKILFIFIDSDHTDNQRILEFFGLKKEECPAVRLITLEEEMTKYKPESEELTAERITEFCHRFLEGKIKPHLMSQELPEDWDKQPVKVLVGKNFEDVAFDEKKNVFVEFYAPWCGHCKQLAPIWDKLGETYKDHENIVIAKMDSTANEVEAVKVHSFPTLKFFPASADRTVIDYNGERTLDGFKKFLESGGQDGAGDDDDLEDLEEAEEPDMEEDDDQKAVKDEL
HIF-2a inh: inhibitors of HIF-2a | 786-0 RCC cells HIF-2a reporter, luciferase luminescence, overnight | inhibition, % at 18.8 µM | actives 0.72% (n = 360,000) | AID 624352;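 active = inhibition of the luminescence signal of 40% or more relative to plate controls, in a single-dose primary screen at 18.75 µM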
aDG glyco up: increases alpha dystroglycan glycosylation | Pro5-aDG cells, alpha-DG glycosylation AlphaScreen (IIH6); 0% Pro5, 100% B10-LARGE cell signal | activation, % at 10 µM | AID 624168 | actives 0.22% (n = 360,000);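 active = activation of at least 8% versus controls, or a plate z-score of at least 8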;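 note: Pro5 are CHO cells carrying HIG-tagged alpha-DG that lacks glycosylation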
Vif inh: inhibitors of HIV Vif. HEK293T cells, Vif self-association by quenched fluorescence, imaging, 24 h. inhibition, % at 7.49 µM. actives 0.35% (n = 340,000). AID 602346; in the data active = inhibition above about 50%, passing the limit was not always enough; inconclusive = no clear call, values can overlap the other calls; inactive = below about 31%; note: some results filed as inactive read as strong as hits
* marks the source's active call; other numbers are inactive results; ? = inconclusive; nt = no result given.

SMILES | NR2E3 ag-1 | Peg3 promoter | CaV13 FRET inh | NR2E3 ag-2 | iPSC survival up | Granule exo inh | TRPM1 prom inh | PDI inh | HIF-2a inh | aDG glyco up | Vif inh
Cc1cccc(N/C(N)=N/c2nc(C(F)(F)F)cc(C(F)(F)F)n2)c1 | -3 | 3 | -1 | -2 | -1.4 | -1 | 0 | -3 | 9 | 0.0 | -1
Cc1cccc(-[n+]2c(C)cc(C)c3c(=O)[nH]c(=O)[nH]c32)c1 | 1 | -1 | -5 | -15 | 0.9 | 4 | 0 | -10 | 10 | -0.2 | 0
COc1cccc(N2CCN(C(=O)CCNS(=O)(=O)c3ccc4c(c3)c(=O)n(C)c(=O)n4C)CC2)c1 | 3 | 5 | -5 | -7 | 0.7 | 0 | 4 | -4 | 24 | 0.1 | -5
CCOc1cc(S(=O)(=O)Nc2ccccc2CC)ccc1Cl | 1 | 38 | -4 | 13 | -2.2 | 1 | 3 | 3 | 10 | 0.1 | -4
CCCN(C(=O)c1ccc(N2CCCC2=O)cc1)C1CCS(=O)(=O)C1 (stereo not given) | 2 | 0 | -15 | -12 | -0.5 | -3 | 7 | 4 | 9 | -0.3 | -4
O=C(N/N=C/c1ccncc1)c1cc2c(ccc3ccccc32)o1 | 1 | -22 | nt | -10 | -1.3 | 1 | -69 | 1 | -52 | -0.2 | 17
Cc1ccc(CN2C(=O)CSC2c2cccnc2)cc1 (stereo not given) | 2 | 18 | -6 | 11 | -0.5 | -2 | 8 | -7 | 21 | -0.2 | 3
Cc1ccc(C)c(Nc2nc(-c3ccncc3)nc3ccccc23)c1 | -1 | 36 | -18 | 2 | 0.3 | 5 | -34 | 1 | 10 | 0.1 | 0
COCCSc1nc2sc3c(c2c(=O)n1-c1ccccc1)CCN(C)C3 | 2 | -17 | nt | -5 | 3.8 | -3 | -8 | 15 | -10 | -0.1 | 5
COc1ccc(NC(=O)Cn2nnc3ccccc32)c([N+](=O)[O-])c1 | 3 | 1 | -3 | -3 | -0.7 | 0 | 7 | 7 | 0 | 0.0 | -6
N#Cc1ccc(NC(=O)c2cc(S(=O)(=O)N3CCOCC3)ccc2N2CCCC2)cc1 | -2 | -2 | -5 | -21 | 0.1 | 20 | -3 | -3 | 4 | -0.1 | -1
C=C(C)Cn1c(-c2ccccc2)nc2ccccc21 | 1 | 10 | -5 | -10 | 2.7 | 0 | 3 | 1 | 13 | 0.2 | -6
COc1ccc(Cl)cc1NC(=O)COC(=O)c1c(-c2ccccc2)noc1C | 2 | 13 | -6 | 11 | 1.2 | 1 | -1 | 3 | -5 | 0.2 | 21
COc1ccc(CCNC(=O)CCCc2ccccc2)cc1 | -1 | 5 | -19 | -6 | -0.7 | 10 | -4 | -7 | -5 | 0.5 | -2
CC(C)CCC(CCNCc1ccccn1)c1ccc(Cl)cc1 (stereo not given) | 1 | 15 | -5 | 11 | -1.0 | 30 | 11 | 1 | 16 | 1.5 | nt
O=C(CSc1nc(=O)n(CCCN2CCOCC2)c2c1CCC2)Nc1ccc(F)cc1 | 1 | 3 | -6 | -15 | -0.4 | 5 | 3 | -5 | 4 | 0.1 | 4
Cc1cc(NC(=O)c2ccc3c(c2)C(=O)N(Cc2ccccc2)C3=O)no1 | -1 | 8 | -16 | 13 | 0.9 | 1 | 6 | -11 | 9 | 0.6 | 0
C[C@@H]1CCCCO[C@@H](CN(C)C(=O)Nc2ccccc2)[C@@H](C)CN([C@H](C)CO)C(=O)c2cc(N(C)C)ccc2O1 | nt | -14 | -6 | -2 | -2.1 | -1 | nt | -2 | 1 | 0.1 | -2
COc1ccc(S(=O)(=O)NCCSc2ccc(C)cc2)cc1OC | 3 | 1 | -5 | 41 | 1.4 | ? | 5 | -2 | 3 | -0.2 | 8
COc1ccc(CN(C)C(=O)C23CC4CC(CC(Cl)(C4)C2)C3)c(OC)c1OC | 1 | 8 | -7 | -34 | -0.6 | 15 | 11 | 1 | 10 | 0.2 | 1
O=C1CCCN1c1ccc(S(=O)(=O)N2CCCCC2)cc1[N+](=O)[O-] | -1 | 9 | -4 | 6 | -1.0 | -6 | 9 | 2 | 9 | 0.2 | -1
Nc1ccc(-n2nc3ccccc3n2)cc1 | 3 | -188 | -5 | -61 | 0.2 | -6 | -6 | -2 | -4 | 0.1 | -18
Cc1nc(NS(=O)(=O)c2ccc(Br)cc2)c2c3c(sc2n1)CCC3 | 2 | 0 | nt | -4 | 3.6 | 2 | 11 | -7 | 1 | 0.5 | 4
CCOc1ccc2nc(NC3=NC(C)(C)C=C(C)N3)nc(C)c2c1 | 0 | 53* | nt | 7 | -2.8 | 1 | 12 | 4 | -2 | -0.1 | 1
COc1ccc(NC(=O)CN(C)C(=O)/C=C/c2cn(-c3ccccc3)nc2-c2cccs2)cc1 | 1 | 8 | -3 | -1 | -0.5 | 2 | -4 | -5 | -19 | 0.0 | -10

Other compounds
SMILES | NR2E3 ag-1 | Peg3 promoter | CaV13 FRET inh | NR2E3 ag-2 | iPSC survival up | Granule exo inh | TRPM1 prom inh | PDI inh | HIF-2a inh | aDG glyco up | Vif inh
C=CCCCCCCCCC(=O)N1CCN(c2cc3c(cc2F)c(=O)c(C(=O)O)cn3CC)CC1 | 1 | 16 | -19 | -38 | -0.5 | -3 | 7 | 0 | 38 | 0.0 | 1
COc1ccc(NC(=O)Nc2cccc3c2O[C@H](CN(C)C(=O)Nc2ccc(C(F)(F)F)cc2)[C@@H](C)CN([C@H](C)CO)C3=O)cc1 | nt | 7 | nt | 2 | -3.6 | -4 | 3 | 3 | 4 | -0.2 | 6
O=C(N/N=C/C(Br)=C/c1ccccc1)c1ccc([N+](=O)[O-])cc1 | -1 | 0 | -16 | 7 | -0.6 | -2 | 5 | 4 | -2 | 0.1 | 0
C[C@@H]1CC=C[C@H]2[C@H]1C(=O)N(Cc1ccccc1)[C@H]2c1ccc(-c2ccoc2)cc1F | 6 | 18 | -8 | 0 | -0.8 | -2 | -6 | 0 | 33 | 0.3 | 1
CCOC(=O)c1c(NC(=O)c2ccn(CC)n2)sc2c1CCC2 | 0 | -10 | -2 | 15 | 1.6 | 80* | 4 | 8 | -7 | 0.0 | -18
COc1cccc(C(C2C(=O)CC(C)(C)CC2=O)C2C(=O)CC(C)(C)CC2=O)c1 | 1 | 13 | -7 | -9 | 2.7 | 5 | 13 | 7 | 5 | 0.0 | 8
CN(C)c1nc(N(C)C)n(C(=O)c2cccs2)n1 | 2 | 5 | -4 | 0 | -1.2 | -7 | 6 | -8 | 14 | -0.4 | -1
CCN(c1ccccc1)S(=O)(=O)c1ccc(F)c(C(=O)O)c1 | -3 | 7 | -4 | -18 | -2.0 | 0 | 7 | 10 | 14 | 0.3 | 1
O=C(COC(=O)C1CCC1)Nc1ccc(OC(F)F)cc1 | 3 | -11 | nt | -2 | -0.4 | -2 | -1 | -21 | 4 | 0.0 | nt
CCOC(=O)C1=CCN(S(=O)(=O)c2cccc(Cl)c2)C1c1ccccc1 (stereo not given) | nt | 32 | -5 | -8 | 2.6 | -4 | nt | nt | 12 | -0.2 | nt
CCCOC1CCCN(C(=O)CCc2nnc(Cc3cccc(C)c3)o2)C1 (stereo not given) | -3 | -113 | -2 | -73 | 0.9 | 4 | -60 | 1 | -192 | 0.3 | -1
CCC(C)C(NC(=O)c1ccccc1NC(=O)c1ccc(OC)cc1)C(=O)NCc1ccco1 (stereo not given) | 4 | 14 | nt | -30 | -0.5 | -2 | 26 | 2 | -6 | 0.0 | nt
COCCCNCCCOc1ccc(C)cc1Br | 0 | 4 | -3 | -2 | -1.0 | -1 | -10 | 1 | 12 | 0.6 | -1
COc1cccc(NC(=O)CN(C)C(=O)CCc2nc3sc4c(c3c(=O)[nH]2)CCCC4)c1 | 1 | -6 | -10 | -8 | -0.3 | 6 | -7 | 2 | -32 | -0.1 | -7
O=[N+]([O-])c1cccc(-c2nc(-c3ccccc3)no2)c1 | 3 | -246 | -7 | -26 | -1.1 | 11 | -18 | -6 | -256 | -0.2 | 9
COc1ccc(C(=O)N(Cc2ccccc2)c2cccc(C)c2)cc1S(=O)(=O)N1CCOCC1 | -1 | 26 | -11 | -28 | 0.6 | 8 | 0 | 2 | -4 | -0.3 | -10
CCCCCn1c(=O)[nH]c2cc(C(=O)N3CCN(c4ccc(F)cc4)CC3)ccc2c1=O | nt | 42 | -4 | -15 | 1.3 | 5 | 43 | -33 | 13 | 0.5 | 4
COc1ccc(C2CC(=O)c3c(C)nc(N4CCN(Cc5ccccc5)CC4)nc3C2)cc1OC (stereo not given) | -3 | 23 | -6 | 2 | 0.2 | -2 | 41 | -3 | 3 | 0.1 | -14
O=C1Nc2cc3c(cc2C1=O)sc1ccccc13 | -2 | 33 | -15 | -63 | 0.7 | 5 | nt | 0 | -24 | 0.4 | -4
O=C(NC1CCCCCC1)c1cccnc1Sc1ccccc1 | 0 | 13 | -3 | -7 | -1.2 | 5 | 5 | 2 | 0 | 0.2 | 2
COc1ccc(CNC(=O)c2cc(C3CC3)nc3c2cnn3C(C)C)cc1OC | -2 | 17 | -5 | 18 | -0.6 | -3 | 2 | -19 | 12 | -0.1 | -4
COc1ccc(N/C=C(\C#N)c2nc3ccccc3n2C)c(OC)c1 | 2 | -25 | -5 | -42 | -0.2 | -2 | -62 | -4 | -134 | -1.0 | -3
NC(=O)C1CCN(CC(=O)NCc2ccccc2)CC1 | 0 | 9 | -5 | -11 | -0.1 | -6 | -9 | -13 | 7 | 0.0 | nt
CC12CN3CC(C)(CN(C1)C3c1ccc([N+](=O)[O-])o1)C2 (stereo not given) | 3 | 2 | -19 | 17 | 0.7 | -6 | 5 | -6 | 23 | 0.2 | 3
CN(Cc1ccccc1)C(=O)c1ccc(Cl)c([N+](=O)[O-])c1 | 13 | 2 | -5 | -8 | 0.1 | 0 | -1 | -7 | 12 | 0.9 | 1

Assay outcomes deposited in PubChem by several laboratories.

Outcome played no part in choosing rows (roughly 3.5% active in at least one column).
